HepG2 viability: HepG2 cytotoxicity, counter-screen for TGF-b inhibitors | 0.76% of 410,000 active | HepG2 CAGA-GFP viability, ATP luminescence, 18 h | AID 588856 | Potency, µM (top dose mostly 46.1 µM), for the others: at the top dose activity change, negative = cytotoxicity, hits mostly cytotoxic; also: potency is read from the fitted curve at half-maximal effect; some results filed as inactive show a strong effect at the top dose
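CellTiter-Glo luminescence gave cytotoxicity after 18 hours at 37 degrees C. The cells were HepG2 CAGA-GFP in 1% FBS DMEM, stimulated with 500 pg/mL TGF-beta after compound addition. %Activity was normalised to no-cell wells (complete cell-killing) and DMSO (no toxicity), and curves were fitted and classified.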
MmCpn inh: blocks the Methanococcus maripaludis chaperonin Mm-Cpn; AID 504842; Potency, µM (highest dose often 76.9 µM), without a hit: at the highest dose activity, negative = inhibition, usual class: inhibitors; purified Mm-Cpn ATPase, ADP Transcreener TR-FRET; 0.031% of 330,000 active; also: potency is read from the fitted curve at half-maximal effect; % is scaled to controls: 0 for no effect and ±100 for the full control effect; nearly all actives have a fitted effect of over 80% in size
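ATPase turnover read by TR-FRET ADP competition (Eu cryptate antibody/ADP-d2, 665/590 nm): 10uM ATP final, 25nM Mm-CPN final, 30 min 37degC after 10-min compound preincubation, pH 7.4 Tris/KCl/MgCl2/DTT buffer.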
TGFb inhibitor: blocks TGF-b signaling; HepG2 CAGA-GFP TGF-b/SMAD3 reporter, GFP fluorescence, 18 h; TGF-beta stimulated, 500 pg/mL final; 1.2% of 410,000 active; Potency, µM (doses to about 46.1 µM), for inactives: at the highest dose activity, negative = inhibition, usual class: inhibitors; also: potency is read from the fitted curve at half-maximal effect; % is scaled to controls: 0 for no effect and ±100 for the full control effect; nearly all actives have a fitted effect of over 65% in size
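Using HEPG2 CAGA-GFP reporter cells at 1000 cells/well, we pinned test compounds, stimulated with recombinant TGF-beta (500 pg/mL final) and measured total well GFP after 18 h.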
S2 tox: viability counter-screen for ATXN expression inhibitors. S2 cells (HEK-293 line with an ATXN2-luciferase reporter) viability, CellTiter-Fluor protease fluorescence, 24 h. Potency, µM (top dose mostly 56.7 µM), most hits filed as cytotoxic. AID 651635. 0.49% of 400,000 active; also: potency is read from the fitted curve at half-maximal effect; nearly all actives have a fitted effect of over 40% in size
CCT modulator: cytosolic chaperonin activity modulation; 0.3% of 360,000 active; activity change, % (no concentration beside the values), hits read low; AID 651819; purified chaperonin ATPase assay, HTRF ADP detection, 30 min; in the data active = activity change below about -30%; also: % is scaled to controls: 0 for no effect and ±100 for the full control effect
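TRiC (40 or 20 nM final, by batch activity) in 30 mM Tris pH 7.4, 100 mM KCl, 5 mM MgCl2, 1 mM DTT was treated with compound at 76 uM single dose, then 10 uM ATP, 30 min at 37 °C. ADP was read by HTRF Transcreener.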
Nrf2 block: blocks Nrf2 signaling | Potency, µM (series often up to 46 µM), for inactives: at the highest dose activity change, negative = inhibition, hits mostly inhibitors | A549 ARE-Fluc reporter, luciferase luminescence, 18-24 h | 2.1% of 360,000 active; also: potency is read from the fitted curve at half-maximal effect; % is scaled to controls: 0 for no effect and ±100 for the full control effect; nearly all actives have a fitted effect of over 60% in size
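A549 ARE_Fluc cells, 5000/well, 5% FBS OPTI-MEM; compounds in dose-response, 18-24 h at 37 °C/5% CO2; CellTiter-Fluor viability read (Ex 405/Em 525), then BugLite luciferase luminescence = Nrf2 activity.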
Nrf2 activator: activators of Nrf2 (ARE) signaling | AREc32 ARE-luciferase reporter (MCF7-derived line), luminescence, 24 h | Potency, µM (highest dose often 46.1 µM), for the others: top-dose activation, hits mostly activators | 0.31% of 410,000 active; also: potency is read from the fitted curve at half-maximal effect; % of control where 0% means no effect; nearly all actives have a fitted effect of over 65% in size
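AREc32_Fluc, 1000 cells/well, OPTI-MEM + 5% FBS, o/n 37 deg C 5% CO2; 23 nL cpd by pin tool, 24 hr; Steady-Glo 30 min RT, luminescence.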
A549 tox: kills or reduces viability of A549 cells in Nrf2 counter-screen; A549 ARE-Fluc cells, CellTiter-Fluor viability, 18-24 h; Potency, µM (top dose mostly 46 µM), for the others: at the highest dose activity change, negative = cytotoxicity, usual class: inhibitors; 0.16% of 390,000 active; AID 504648; also: potency is read from the fitted curve at half-maximal effect; % is scaled to controls: 0 for no effect and ±100 for the full control effect
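Cytotoxicity counterscreen: CellTiter-Fluor fluorescence was measured in A549 ARE_Fluc cells after 18-24 h of compound exposure in a concentration series. The subsequent BugLite luminescent read reports ARE-luciferase activity.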
Akt phos inh: blocks phosphorylation of Akt | Neuro2A IGF-stimulated pAkt S473 HTRF, 20 min; stronger effect = lower value | activity change, % for hits at 50 µM | 0.32% of 360,000 active; in the data active = activity change below about -80%; inconclusive = mostly about -51% to -80%; also: % is scaled to controls: 0 for no effect and ±100 for the full control effect
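Neuro2A cells (4,500/well, DMEM with 0.5% FBS) were treated with compound at a single 50 µM final concentration, stimulated with 6 nM IGF for 20 min at 37 °C, and lysed. Phospho-Akt Ser473 was read by HTRF as 665/615 ratio ×10^4.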
Numbers without * were called inactive; i = inactive; ? = inconclusive; · = no result given; [ ] = remark or other dose. Unless noted, calls follow the shape of the dose curve; as a rule, active = well fitted curve in the direction sought with a large enough effect; inconclusive = small, poorly fitted or top-dose-only effect, or another doubt; inactive = no such curve, though single readings can be large; an effect the other way counts as inactive or inconclusive.

Screens in order – HepG2 viability	MmCpn inh	TGFb inhibitor	S2 tox	CCT modulator	Nrf2 block	Nrf2 activator	A549 tox	Akt phos inh
> Cc1c(NC(=O)c2ccc(S(=O)(=O)N3CC(C)OC(C)C3)cc2)c(=O)n(-c2ccccc2)n1C (stereo not drawn)
  1%	2%	-2%	?	0.2	7%	0.0%	1%	i
> COc1ccc(Cn2c(=O)[nH]c3cc(C(=O)NCCCN4CCCCC4)ccc3c2=O)cc1
  -17%	-2%	3%	i	1.2	-1%	0.0%	?	i
> O=C(Nc1ccccc1)c1cc2ccccc2o1
  -63%	1%	-3%	i	0.9	?	3.2%	0%	i
> COCCNC(=S)c1ccc(Br)cc1
  -24%	4%	3%	i	-0.2	28%	0.7%	12%	i
> Cc1cc(CSc2ccccc2)ccc1NC(=O)c1ccc(CN2CCOCC2)cc1
  -3%	3%	?	i	-1.2	?	-0.3%	-2%	i
> Cc1cc(C(=O)N/N=C/c2cc(Br)cc(Br)c2OC(=O)c2cccc(F)c2)n[nH]1
  -35%	-1%	-3%	·	-2.5	?	0.1%	-20%	i
> CCc1cccc(NC(=O)CCS(=O)(=O)c2ccc(C)cc2)c1
  -19%	·	0%	·	·	7%	0.2%	6%	·
> COc1ccc(CC(=O)NCc2nnc(SCCOc3ccccc3)n2C)cc1
  -44%	0%	?	i	-0.5	·	0.6%	?	i
> COC(=O)N/N=C(\C)c1ccc(-n2ccnc2)cc1
  2%	1%	-14%	i	0.4	18%	2.2%	-3%	i
> S=c1[nH]nc(C2CCCCC2)n1/N=C/C=C/c1ccccc1
  -40%	-2%	?	i	0.8	-7%	2.9%	14%	i
> Cc1ccc(S(=O)(=O)N(Cc2ccccc2)c2ccccn2)cc1[N+](=O)[O-]
  -12%	-1%	-10%	i	-1.4	-18%	-1.1%	-2%	i
> CCn1c(COc2ccc3c(c2)OCO3)nnc1SCC(=O)c1ccccc1
  -1%	1%	-1%	i	-1.4	-26%	0.3%	-20%	i
> COc1cc(OC)c(C(=O)Nc2ccc(C(=O)c3ccccc3)cc2)cc1OC
  1%	-5%	12%	i	-1.0	?	-0.1%	-2%	i
> C=CCNC(=O)c1cccn1-c1ccsc1C(=O)OC
  -2%	0%	-3%	i	-2.1	-8%	0.2%	0%	i
> Cc1cccc(N(C(=O)CCC(=O)Nc2cc(C)on2)C(C(=O)NC2CCCC2)c2ccccc2)c1 (stereo not drawn)
  8%	0%	-23%	i	2.1	7%	-0.5%	-6%	i
> CC[C@@H](CCC=C(C)C)C(=O)N(Cc1ccccc1)c1ccccc1
  -31%	-16%	?	i	-1.6	10%	-0.2%	5%	i
> Cc1ccc(C(=O)Nc2c[nH]c(=O)[nH]c2=O)cc1
  6%	1%	0%	i	-0.3	11%	0.8%	0%	i
> O=C(O)c1cc(O)c2c(c1)[C@H]([C@H]1c3cc(C(=O)O)cc(O)c3C(=O)c3c(O[C@@H]4O[C@H](CO)[C@@H](O)[C@H](O)[C@H]4O)cccc31)c1cccc(OC3O[C@H](CO)[C@@H](O)[C@H](O)[C@H]3O)c1C2=O (stereo partly drawn)
  -34%	1%	?	?	-0.1	?	-0.6%	16µM*	i
> COc1ccc(NC(=O)c2cc(-c3cccs3)on2)cc1OC
  -3%	2%	-10%	i	-2.6	·	1.9%	4%	i
> Cc1ccc(C(=O)C(C)OC(=O)c2cc(=O)[nH]c3ccccc23)cc1 (stereo not drawn)
  7%	2%	?	i	1.4	18%	-0.5%	-2%	i
> c1ccc2c(-n3cnnn3)cccc2c1
  0%	1%	11%	i	-0.4	3%	-0.8%	1%	i
> Cc1ncc(CO)c(CNc2ccc(-c3nc4ccccc4[nH]3)cc2)c1O
  -55%	-7%	-15%	i	-2.9	?	0.0%	4%	i
> COc1ccc(-c2cc(OC(=O)c3ccccc3)c3c(C)oc(C)c3c(=O)c2)cc1OC
  -3%	·	108%[activator]	i	·	-6%	7.9%	0%	·
> Cc1cccc(OCC(=O)Oc2ccc(Cl)cc2)c1
  -18%	·	-13%	i	-5.7	-3%	-0.3%	-1%	i
> O=C1CC2c3ccccc3C1C1C(=O)N(Cc3ccccc3)C(=O)C21 (stereo not drawn)
  9%	2%	-4%	i	0.0	9%	2.1%	1%	i
> COc1ccc(N2CCN(CCCNC(=O)c3ccc(CS(=O)(=O)c4ccc(OC)cc4)o3)CC2)cc1
  -16%	5%	-4%	?	0.1	?	2.9%	-10%	i
> Nc1nnnn1/N=C/c1ccc(O)cc1
  2%	1%	2%	i	0.9	3%	-1.0%	-14%	i
> CCN1C(=O)C2(C(C#N)=C(N)Oc3n[nH]c(-c4ccccc4)c32)c2ccccc21 (stereo not drawn)
  18%	0%	10%	i	1.0	-27%	0.0%	18%	i
> O=C(Nc1ccc(F)cc1F)N1CCN(CCc2ccccc2)CC1
  -19%	0%	16%	i	-1.4	13%	-0.5%	3%	i
> COc1cccc(/C=N/NC(=O)CNC(=O)c2ccc(S(=O)(=O)N3CCOCC3)cc2)c1OC
  0%	2%	-9%	i	0.4	?	0.6%	?	i
> O=C(CN1CCCCC1)Nc1ccccc1C(=O)NC1CC1
  1%	1%	3%	i	-0.4	10%	0.7%	12%	i
> CC(=O)c1cc2c(O)c(O)ccc2o1
  -29%	-3%	7%	i	1.0	3%	2.8%	-9%	i
> C=CCn1c(SCc2nc3sc4c(c3c(=O)[nH]2)CCCC4)nc2ccccc2c1=O
  -6%	0%	-1%	?	-13	-30%	-0.5%	-2%	i
> CCCc1cc(=O)[nH]c(SCC(=O)N2CCc3ccccc32)n1
  -13%	1%	-4%	?	-0.4	24%	0.0%	0%	i
> Cc1ccc(CN(Cc2ccco2)C(=O)c2cccc(C)c2)cc1
  -16%	·	-7%	i	·	-8%	5.6%	15%	·
> Cc1cc(C)c(S(=O)(=O)Nc2ccc[nH]c2=O)c(C)c1
  -2%	1%	?	?	-1.6	·	0.3%	-4%	i
> COCCNC(=O)c1c[nH]c2ccc(S(=O)(=O)N(C)c3ccc(C)c(C)c3)cc2c1=O
  -39%	-3%	-6%	i	-2.0	?	0.4%	3%	i
> Cc1cc(C)n(CCc2nc(-c3ccc(F)cc3)cs2)n1
  -11%	2%	-12%	i	0.6	?	1.0%	11%	i
> O=C(C[n+]1ccc(/C=N/O)cc1)NCc1ccccc1
  -24%	2%	-4%	i	-9.4	0%	0.0%	-8%	i
> NS(=O)(=O)c1cccc(-n2cnnn2)c1
  16%	0%	6%	i	-0.4	6%	-0.9%	2%	i

Brought forward from above: 3 compounds; new compounds follow.
Screens in order – HepG2 viability	MmCpn inh	TGFb inhibitor	S2 tox	CCT modulator	Nrf2 block	Nrf2 activator	A549 tox	Akt phos inh
> Cc1cc(C)n(CCc2nc(-c3ccc(F)cc3)cs2)n1
  -11%	2%	-12%	i	0.6	?	1.0%	11%	i
> O=C(C[n+]1ccc(/C=N/O)cc1)NCc1ccccc1
  -24%	2%	-4%	i	-9.4	0%	0.0%	-8%	i
> NS(=O)(=O)c1cccc(-n2cnnn2)c1
  16%	0%	6%	i	-0.4	6%	-0.9%	2%	i
> CNC(=S)NNS(=O)(=O)c1ccc(OC)cc1OC
  0%	1%	3%	i	0.8	3%	0.5%	0%	i
> O=C(CC1(O)C(=O)Nc2ccccc21)c1cccnc1 (stereo not drawn)
  -9%	-1%	-4%	i	-0.6	9%	2.6%	-1%	i
> NS(=O)(=O)c1ccc(CNC(=O)CNC(=O)c2ccc(F)cc2)cc1
  -3%	1%	19%	i	0.9	1%	-0.1%	-1%	i
> NC(=O)c1ccc(NC(=O)COC(=O)C(Cc2ccccc2)NC(=O)c2ccccc2)cc1 (stereo not drawn)
  -2%	-1%	-8%	i	-3.8	16%	1.6%	2%	i
> COC(=O)c1ccc(COc2ccc3c4c(c(=O)oc3c2)CCC4)o1
  0%	-1%	13%	i	-0.8	14%	-0.1%	2%	?
> COc1ccc(-c2cc3nc(NCCOc4ccccc4)ccn3n2)cc1
  -20%	·	-20%	?	-6.3	·	7.5%	·	i
> S=C(Nc1ccc2nsnc2c1)N1CCCC1
  3%	-21%	8%	i	-2.1	?	3.7%	-11%	i
> O=C1NC2(CCCCC2)C(=O)N1c1ccccc1
  -8%	1%	-16%	?	-0.5	-6%	-0.1%	2%	i
> Cc1ccccc1OCc1ccc(-c2nc(C#N)c(N3CCN(c4cccc(Cl)c4)CC3)o2)o1
  -8%	·	?	i	·	6%	-0.8%	-11%	·
> COc1ccc(N(CC(=O)NCc2ccccc2C)S(=O)(=O)c2ccc(C)cc2)cc1OC
  4%	2%	-18%	i	-0.2	2%	0.1%	1%	i
> Cc1ccc(CCNC(=O)c2ccc3nc4ccccc4c(=O)n3c2)cc1
  6%	1%	4%	i	1.1	?	-0.2%	-12%	i
> CN(C)S(=O)(=O)c1cccc(-c2cn3ccccc3n2)c1
  -23%	-3%	11%	i	-6.0	8%	-0.7%	1%	i

3 structures out of the list, ordered by count of non-hydrogen atoms, high to low.
Screens in order – HepG2 viability	MmCpn inh	TGFb inhibitor	S2 tox	CCT modulator	Nrf2 block	Nrf2 activator	A549 tox	Akt phos inh
> COc1ccc(-c2cc3nc(NCCOc4ccccc4)ccn3n2)cc1
  -20%	·	-20%	?	-6.3	·	7.5%	·	i
> NS(=O)(=O)c1ccc(CNC(=O)CNC(=O)c2ccc(F)cc2)cc1
  -3%	1%	19%	i	0.9	1%	-0.1%	-1%	i
> O=C(CC1(O)C(=O)Nc2ccccc21)c1cccnc1 (stereo not drawn)
  -9%	-1%	-4%	i	-0.6	9%	2.6%	-1%	i

High-throughput results from PubChem BioAssay.
